PolyA inh: yeast polyadenylation inhibition | S. cerevisiae SKY197-pL101 polyadenylation reporter, beta-gal luminescence; efflux-impaired pdr1/pdr3 knockout yeast; score 100 = 6 SD above DMSO | calls only at 12 µM | 300,000 tested, 0.02% active;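 active = lowest replicate activity score at least 50, where 100 means six control SD above control mean; inconclusive = lowest score under 50 but half or more replicates reach 50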;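 also: yeast exposed to compound for 9 h at 30 °C; higher score means more reporter readthrough which indicates perturbed polyadenylation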
MrgX1 antag: human MrgX1 receptor antagonism, primary screen | B-score at 10 µM | 310,000 tested, 1.3% active | Q96LB2 | MRGX1-HEK293 calcium flux, Fluo-4, BAM8-22 antagonism; hits give low values;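 active = calcium-response B-score plate-corrected more than 3 library SD below zero, starting fluorescence within 5 deviations, no agonist response on first addition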;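 also: peak minus trough fluorescence over baseline after final BAM8-22 challenge near maximal dose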
TRPC4 PAM: allosterically enhances the mouse TRPC4 cation channel. Q9QUQ5. HEK293 TRPC4beta/mu-opioid, DAMGO EC20, Fluo-4 Ca2+ flux; hits give high values. 310,000 tested, 0.42% active. B-score at 10 µM;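 active = B-score of calcium response area above 5 SD of library B-scores, with initial fluorescence ratio within 5 SD of library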;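 also: B-score of integrated fluorescence ratio over time as area under calcium response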
TRPC4 agonist: TRPC4 (mouse) channel activation. Q9QUQ5. HEK293 TRPC4beta/mu-opioid, Fluo4 calcium fluorescence; hits give high values. B-score at 10 µM. 310,000 tested, 0.49% active;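 active = B-score above 5 SD of library B-scores, and initial fluorescence ratio not above library mean plus 5 SD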;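 also: positive B-score marks a calcium rise read as TRPC4 activation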
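Material: HEK293 stable line with TRPC4beta plus mu-opioid receptor; technique: Fluo4 calcium-sensitive dye fluorescence, kinetic, 1 Hz baseline; timing: Fluo4 dye loading 45 min at room temperature, 110 s recording; controls: assay buffer as low control, maximal DAMGO as high control; read-out: integrated baseline-normalised fluorescence ratio, converted to per-well B score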
TRPC6 act: activates the mouse TRPC6 cation channel; B-score at 10 µM; 310,000 tested, 0.13% active; HEK293-TRPC6 membrane potential dye fluorescence; hits give high values;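 active = B-score of the integrated fluorescence ratio above library mean plus 3 SD, and starting fluorescence ratio within library mean plus 5 SD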;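 also: higher score means more depolarization so channel activation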
Target sequence (Q61143 whole entry, looked up): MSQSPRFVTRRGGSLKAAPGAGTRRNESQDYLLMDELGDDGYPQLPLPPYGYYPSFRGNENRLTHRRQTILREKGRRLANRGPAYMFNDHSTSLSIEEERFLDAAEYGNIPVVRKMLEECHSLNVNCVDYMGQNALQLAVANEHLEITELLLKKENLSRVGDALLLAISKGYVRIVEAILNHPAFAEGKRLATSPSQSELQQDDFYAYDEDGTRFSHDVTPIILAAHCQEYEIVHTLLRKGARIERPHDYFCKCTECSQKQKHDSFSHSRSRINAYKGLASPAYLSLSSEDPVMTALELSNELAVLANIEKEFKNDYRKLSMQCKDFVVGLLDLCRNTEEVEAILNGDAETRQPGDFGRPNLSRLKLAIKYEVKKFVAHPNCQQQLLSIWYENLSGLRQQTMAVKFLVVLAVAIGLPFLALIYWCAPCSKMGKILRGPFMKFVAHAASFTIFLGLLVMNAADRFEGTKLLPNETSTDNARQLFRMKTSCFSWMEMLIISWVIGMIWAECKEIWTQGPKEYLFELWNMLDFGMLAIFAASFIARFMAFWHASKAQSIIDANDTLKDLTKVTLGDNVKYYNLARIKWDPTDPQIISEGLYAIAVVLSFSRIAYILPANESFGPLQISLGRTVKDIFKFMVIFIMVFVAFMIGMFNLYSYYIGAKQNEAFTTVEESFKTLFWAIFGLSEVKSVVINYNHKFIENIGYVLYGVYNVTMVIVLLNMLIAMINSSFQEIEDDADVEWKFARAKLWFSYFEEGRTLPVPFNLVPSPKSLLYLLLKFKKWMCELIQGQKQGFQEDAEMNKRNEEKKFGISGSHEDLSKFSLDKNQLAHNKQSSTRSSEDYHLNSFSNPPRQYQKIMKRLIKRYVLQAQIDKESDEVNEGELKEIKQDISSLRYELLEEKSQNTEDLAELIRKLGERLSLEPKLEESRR
TRPC4 block: TRPC4 (mouse) channel inhibition; B-score at 10 µM; HEK293 TRPC4beta/mu-opioid, DAMGO-evoked Fluo4 calcium flux; hits give low values; Q9QUQ5; 300,000 tested, 0.39% active;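 active = B-score over 3 SD under the library average, no early fluorescence shift, positive overall ratio signal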
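Assay system: HEK293 cells with stable TRPC4beta plus mu-opioid receptor expression. Dosing: single dose. Measured by: Fluo4 Ca2+ flux fluorescence. Also added: DAMGO in two steps, submaximal then maximal. Read-out: B score from integrated Fluo4 fluorescence ratio.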
MrgX1 allo act: human MrgX1 positive allosteric modulation, primary screen. Q96LB2. MrgX1-HEK293, Fluo-4 calcium flux, FDSS; hits give high values. B-score at 10 µM. 310,000 tested, 0.63% active. AID 588675;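 active = plate-corrected calcium response at least 3 library SD above typical, normal starting fluorescence, not activating the receptor alone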;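 also: compound read alongside a low EC10 to EC30 dose of BAM8-22 agonist; peak minus trough fluorescence over baseline measured at the second addition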
MrgX1 agonist: activates human MrgX1 receptor signaling; Q96LB2; MrgX1-HEK293 cells, Fluo-4 calcium fluorescence, agonist mode; hits give high values; B-score at 10 µM; 310,000 tested, 0.44% active;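 active = calcium response B-score plate-corrected fluorescence ratio at least 3 library SD, with starting fluorescence B-score inside 5 SD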
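Test system: HEK293 cells stably expressing human MrgX1 receptor; Input: fifteen thousand cells per well; Dosing: compound delivered in addition one of three; Schedule: overnight seeding, then 1 h dark dye loading; Technique: Fluo-4 NW calcium fluorescence; Measure: B-scored fluorescence response ratio; Controls: positive and negative controls per plate.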
HIF act: HIF pathway transcriptional activation | U2OS HRE-luciferase reporter, luminescence; normalized: DMSO 0%, desferrioxamine 100% | activation, % at 7.5 µM (by protocol) | 300,000 tested, 0.32% active;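 active = mean activation of at least 10% of the iron chelator positive control signal, with at least half of replicates also reaching 10%; inconclusive = mean and replicate majority disagree about reaching 10%; inactive = mean and most replicates under 10%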
AI-2 QS mod: modulates the Vibrio harveyi AI-2 quorum sensing system. Vibrio harveyi JMH597 AI-2 luminescence/OD600 ratio, 9 h; hits give low values; strain lacks LuxN and CqsS sensors; 0 = neutral-control median. activity change, % at 7.5 µM. 300,000 tested, 0.4% active. AID 2094; in the data active = activity change below about -75%, passing the limit was not always enough; inconclusive = no clear call, values can overlap the other calls;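 also: luminescence divided by OD600 gain over 9 h not by final OD600 alone; inactives centre near 13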
TRPC6 inhibitor: inhibitors of mouse TRPC6 channel. HEK293-TRPC6, membrane potential dye, ACh-evoked depolarization; hits give low values. AID 2553. Q61143. B-score at 10 µM. 310,000 tested, 1.1% active;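 active = B-score under library mean minus 3 SD, initial fluorescence not abnormally high, positive integrated signal ratio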;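 also: B-score derived from integrated fluorescence ratio over the kinetic read; more negative B-score means stronger inhibition of depolarization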
* = called active by the depositor; i = inactive; ? = inconclusive; . = not tested or not shown.

The first 2 records, to show the layout:
SMILES | PolyA inh | MrgX1 antag | TRPC4 PAM | TRPC4 agonist | TRPC6 act | TRPC4 block | MrgX1 allo act | MrgX1 agonist | HIF act | AI-2 QS mod | TRPC6 inhibitor
CC1=CCC2C(=O)N(c3ccc(C(=O)Nc4ccccc4Cl)cc3)C(=O)C2C1 (stereo not drawn) | i | i | i | i | i | i | i | i | -0.6 | 14 | i
Cc1nn(Cc2ccc(F)cc2)c(C)c1NC(=O)c1cnn2cccnc12 | i | i | i | i | i | i | i | i | -0.5 | 20 | i

All compounds of this part, from the first entry:
SMILES | PolyA inh | MrgX1 antag | TRPC4 PAM | TRPC4 agonist | TRPC6 act | TRPC4 block | MrgX1 allo act | MrgX1 agonist | HIF act | AI-2 QS mod | TRPC6 inhibitor
CC1=CCC2C(=O)N(c3ccc(C(=O)Nc4ccccc4Cl)cc3)C(=O)C2C1 (stereo not drawn) | i | i | i | i | i | i | i | i | -0.6 | 14 | i
Cc1nn(Cc2ccc(F)cc2)c(C)c1NC(=O)c1cnn2cccnc12 | i | i | i | i | i | i | i | i | -0.5 | 20 | i
CC(C)(C)c1cc(C(=O)N/N=C/c2ccco2)n[nH]1 | i | i | i | i | i | i | i | i | 1.9 | 6 | i
CCOc1ccc(-c2cnc3n2CCCCC3)cc1 | i | i | i | i | i | i | i | i | 0.0 | -4 | i
COc1ccc(N2CCN(S(=O)(=O)c3c(C)[nH]c(C)c3C(=O)N3CCCC3)CC2)cc1 | i | i | i | i | i | i | i | i | 0.1 | 3 | i
CCOc1cc(NC(=S)Nc2ccccc2OC)c(OCC)cc1NC(=O)c1ccccc1C | i | i | i | i | i | i | i | i | 0.1 | 27 | i
COc1ccc(C(=O)CC(=O)c2ccccc2O)cc1 | i | i | i | i | i | i | i | i | 2.6 | 3 | i
CCc1c(C)c2cc(Cl)c(O)c(CN(C)C)c2oc1=O | i | i | i | i | i | i | i | i | -0.1 | 5 | i
Cc1ccccc1C1=N/C(=C/c2cccs2)C(=O)O1 | i | i | i | i | i | i | i | i | -0.3 | 4 | i
COC(=O)C1CCN(C(=O)c2ccccc2NC(C)=O)CC1 | i | i | i | i | i | i | i | i | 0.4 | 6 | i
COc1ccc(N(C)C(=O)c2oc(=O)c3ccccc3c2-c2ccccc2)c(OC)c1 | i | i | i | i | i | i | i | i | -0.4 | 8 | i
O=C(CN1CCC(NC(=O)C2CC2)CC1)Nc1cccc(F)c1 | i | i | i | i | i | i | i | i | 0.4 | -3 | i
COc1ccc(NC(=O)CSc2nc3c(c(-c4cccs4)c2C#N)CN(C)CC3)cc1OC | i | i | i | i | i | i | i | i | 0.2 | 8 | i
CN(Cc1ccon1)C(=O)CC1C(=O)NCCN1Cc1cccc(F)c1F (stereo not drawn) | i | i | i | i | i | i | i | i | 1.0 | 25 | i
COc1ccc2c(c1)C(C)=CC(C)(C)N2C(=O)CSc1nnc(-c2ccc(C)cc2)o1 | i | i | i | i | i | i | i | i | -0.3 | 20 | i
COc1ccc(N(C(=O)c2ccncc2)S(=O)(=O)c2ccccc2)cc1 | i | i | i | i | i | i | i | i | 0.4 | 11 | i
COc1ccc(OC)c2sc(NC(=O)C3=COCCO3)nc12 | i | i | i | i | i | i | i | i | 0.2 | 25 | i
COc1ccccc1N1CCN(C(=O)c2cc3c(=O)n4cccc(C)c4nc3s2)CC1 | i | i | i | i | i | i | i | i | -15 | . | i
O=C(CN1C(=O)c2cccc3cccc1c23)NC1CCCC1 | i | i | i | i | i | i | i | i | -0.5 | 12 | i
O=C(c1ccccc1[N+](=O)[O-])N1CCN(Cc2ccc3c(c2)OCO3)CC1 | i | i | i | i | i | i | i | i | 0.1 | 24 | i
CCCn1c(C)cc(/C=C(\C#N)C(=O)OCC(=O)N(C)c2c(N)n(Cc3ccccc3)c(=O)[nH]c2=O)c1C | i | i | i | i | i | i | i | i | 0.1 | 23 | i
Cc1cc(C(=O)Nc2ccc(Br)cc2)cs1 | i | i | i | i | i | i | i | i | 3.1 | 16 | i
O=[N+]([O-])c1cc(C(F)(F)F)ccc1N1CCCNCC1 | i | i | 42* | 83* | i | i | i | i | 0.0 | 7 | i
COc1ccccc1N=C1SC(C)CN1C(=O)C1CCC1 (stereo not drawn) | i | i | i | i | i | i | i | i | -0.3 | 31 | i
CS(=O)(=O)N(CC(=O)N1CCc2ccccc2C1)Cc1ccc(Cl)cc1 | i | i | i | i | i | i | i | i | -0.1 | -6 | i
O=S(=O)(c1ccccc1)N1N=C(c2ccc(O)cc2)CC1c1ccco1 (stereo not drawn) | i | i | i | i | i | i | i | i | 0.2 | 10 | i
COc1ccc(OCc2cc(C(=O)N(Cc3nccn3C)C(C)C)no2)c2ccccc12 | i | i | i | i | i | i | i | i | 4.7 | 9 | i
O/N=C1/C2C3C(Br)C4C5CC(C1C53)C24 (stereo not drawn) | i | i | i | i | i | i | i | i | 0.0 | -2 | i
Cc1ccccc1C(=O)NCCCNC(=O)c1ccco1 | i | i | i | i | i | i | i | i | -0.9 | 20 | i
C#CCn1c(=NC(=O)CN2C(=O)CCC2=O)sc2cc(S(N)(=O)=O)ccc21 | i | i | i | i | i | i | i | i | 0.4 | 14 | i
FC(F)Oc1ccc(-n2cc(-c3ccccc3)[n+]3c2CCCCC3)cc1 | i | i | i | i | i | i | i | i | -0.4 | 9 | i
Cc1ccc(S(=O)(=O)NCC(=O)OC(C)C(=O)c2ccccc2)cc1 (stereo not drawn) | i | i | i | i | i | i | i | i | -0.5 | 23 | i
CCCn1c(S(=O)(=O)O)nc2ccccc21 | i | i | i | i | i | i | i | i | -0.4 | 42 | i
CN(C)/C=N/c1c(C#N)cnn1C | i | i | i | i | i | i | i | i | 0.4 | -12 | i
COC(=O)c1ccccc1NC(=S)NC(=O)c1ccccc1 | i | i | i | i | i | i | i | i | -0.3 | ? | i
Cc1cccc(NC(=O)c2ccc(N3C(=O)C4C5C=CC(C6CC56)C4C3=O)cc2)c1 (stereo not drawn) | i | i | i | i | i | i | i | i | -0.2 | 25 | i
O=C(COC(=O)Cn1cnc2ccccc21)NCCC1=CCCCC1 | i | i | i | i | i | i | i | i | -0.3 | . | i
COc1ccc(C2c3sc(=O)[nH]c3SC3C(=O)N(c4ccccc4)C(=O)C32)cc1 (stereo not drawn) | i | i | i | i | i | i | i | i | 0.8 | -14 | i
C=CCOC(=O)C1=C[C@H](c2csc3ccccc23)C[C@H](OCCCCO)O1 | i | i | i | i | i | i | i | i | -4.3 | 18 | i
CCOC(=O)c1ccc(N2C(=O)c3n[nH]c(C)c3C2c2ccc(O)cc2)cc1 (stereo not drawn) | i | i | i | i | i | i | i | i | 0.4 | 37 | i
COc1cc(/C=C/C(=O)Nc2cccnc2)cc(OC)c1OC | i | i | i | i | i | i | i | i | -18 | 6 | i
O=S(=O)(O)c1cccc2cccc(Nc3ccccc3)c12 | i | i | i | i | i | i | i | i | -0.4 | 7 | i
CCOc1ccc(C(C(=O)NCC2CCCO2)N(Cc2cccc(OC)c2)C(=O)c2snc(C(N)=O)c2N)cc1 (stereo not drawn) | i | i | i | i | i | i | i | i | 0.1 | 9 | i
CCOC(=O)C1=C(C)N=c2s/c(=C\c3ccc(OCC(=O)O)c(OC)c3)c(=O)n2C1c1ccc(OC)cc1 (stereo not drawn) | i | i | i | i | i | i | i | i | 1.4 | 4 | i
CC(O)[C@@H](C(=O)N1CCNCC1)n1cc(CCCCN)nn1 (stereo partly drawn) | i | i | i | i | i | i | i | i | 0.6 | 24 | i
COc1ccc(CNC(=O)CN2CCN(c3cccc(C)c3C)CC2)cc1 | i | i | i | i | i | i | i | i | -13 | 26 | i
CC(C)C(OC(=O)c1ccco1)C(=O)NCc1ccco1 (stereo not drawn) | i | i | i | i | i | i | i | i | -0.2 | 2 | i
O=C(c1cccc(N2C(=O)C3C4C=CC(C4)C3C2=O)c1)N1CCN(c2ccccc2)CC1 (stereo not drawn) | i | i | i | i | i | i | i | i | 0.0 | 14 | i
COc1ccc(/C=C/C(=O)c2cccc(-n3cnnn3)c2)cc1O | i | i | i | i | i | i | i | i | 0.1 | . | i
O=C(Cn1c(=O)oc2ccccc21)Nc1ccccc1N1CCOCC1 | i | i | i | i | i | i | i | i | -0.4 | 37 | i
CCOC(=O)c1c(NC(=O)COC(=O)c2ccccc2NC)sc(C(=O)N(C)C)c1C | i | i | i | i | i | i | i | i | 0.1 | 13 | i
Cc1cc2ccccc2c(=O)n1CC(=O)N1CCN(c2cccc(Cl)c2)CC1 | i | i | i | i | i | i | i | i | -16 | 25 | i
O=C(NCc1ccco1)c1ccccc1NC(=O)C1CC(=O)N(c2ccc(Cl)cc2)C1 (stereo not drawn) | i | i | i | i | i | i | i | i | -0.3 | 16 | i
Cc1cnc(NC(=O)c2ccc3c(c2)C(=O)N(Cc2cccnc2)C3=O)s1 | i | i | i | i | i | i | i | i | 0.6 | -2 | i
COc1ccc(-c2nn(-c3ccccc3)cc2C(=O)N(C)C)cc1 | i | i | i | i | i | i | i | i | 0.9 | 12 | i
Cc1cnc(C(=O)OCC(=O)c2ccccc2)cn1 | i | i | i | i | i | i | i | i | 0.5 | 26 | i
Cn1cc(C(C[N+](=O)[O-])c2ccccc2)c2ccccc21 (stereo not drawn) | i | i | i | i | i | i | i | i | -10 | 48 | i
CC1(N2CCOCC2)C(=O)c2ccccc2C1=O | i | i | i | i | i | i | i | i | -0.3 | 17 | i
COc1cccc(OCc2nn3c(=O)c(-c4ccccc4)nnc3s2)c1 | i | i | i | i | i | i | i | i | 0.2 | 9 | i
O=C(Oc1cccc(C(=S)N2CCOCC2)c1)c1ccc([N+](=O)[O-])cc1 | i | i | i | i | i | i | i | i | -0.7 | 10 | i

Compound activity: PubChem BioAssay, several laboratories

Not all compounds are listed; count on the stated rates, not on these rows.
